Screens as filed in PubChem BioAssay.
PHOSPHO1 block – PubChem AID 1565; recombinant PHOSPHO1, absorbance phosphatase assay; inhibition, % at 13.3 µM; hit rate 1.1% among 290,000; in the data active means inhibition above about 60%
Target sequence (Q8TCT1 whole entry, looked up): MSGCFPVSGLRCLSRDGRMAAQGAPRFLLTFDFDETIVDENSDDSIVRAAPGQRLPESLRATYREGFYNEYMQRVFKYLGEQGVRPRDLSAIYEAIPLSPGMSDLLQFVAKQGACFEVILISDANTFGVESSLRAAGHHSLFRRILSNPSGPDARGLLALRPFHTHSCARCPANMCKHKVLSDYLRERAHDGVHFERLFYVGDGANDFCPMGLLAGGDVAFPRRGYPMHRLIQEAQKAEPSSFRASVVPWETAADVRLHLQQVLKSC
p-CIP stab down – p/CIP-EGFP fusion destabilizers, primary screen, fluorescence, F442A cells; 16 h; decrease of EGFP signal, % at 10 µM; hit rate 0.01% among 290,000; AID 1984, 2009;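 active means EGFP signal decrease of at least 30% at 10 µM or well 3 SD below plate mean, unless failing retest; inactive means the rest, including hits failing retest or dose response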; further: some compounds called inactive have numbers as strong as hits; many of its hits are not listed in these tables
IDE inh – human IDE inhibitors in live cells, primary screen, fluorescence polarization, HEK cells, FAbetaB substrate. Insulin-degrading enzyme (Homo sapiens), P14735. FAbetaB cleavage. inhibition, % at 5.59 µM. hit rate 0.41% among 320,000. AID 434962, 2010;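 active means percent inhibition above the average of all tested compounds plus 3 SD, set per screening campaign, cut at about 16% in these data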;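 further: IDE supplied by intact live HEK cells; FP after avidin binding of uncleaved biotin substrate so inhibition keeps polarization high; 0% = DMSO wells and 100% = 60 µM reference IDE inhibitor Ii1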
CRFBP-R2 block – antagonists of CRF-BP/CRF-R2 complex, primary screen, cell-based, HEK293, calcium dye fluorescence, uHTS | inhibition, % at 11.8 µM | hit rate 0.59% among 350,000 | AID 588475, 2011 | CRF-induced calcium fluorescence;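 active means inhibition of the ligand-induced calcium signal above about 50% at the single tested concentration, limit read from the data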
CRFR2-BP ag – agonists of CRF-BP/CRF-R2 complex, primary screen, cell-based, HEK293, calcium dye fluorescence, uHTS; CRF-binding protein / CRF receptor 2 complex (human); hit rate 0.46% among 350,000; calcium dye fluorescence (FLIPR); percent of saturating CRF peptide response; activation, % at 13.2 µM;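 active means activation of at least 50%, plus an integration ratio under a set limit after plate pattern correction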;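 further: plate controls were neutral control wells without compound for no effect and CRF at EC100 for full effect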
GalR3 antagonist – GalR3 antagonists in HEK293 cells, primary screen, cell-based, fluorescence readout; HEK293 GalR3-CNG cAMP membrane potential fluorescence; galR3 body fused to GalR1 C-terminus; inhibition, % at 3 µM; hit rate 0.44% among 360,000; AID 651719, 2012;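 active means inhibition above the screen-wide average plus 3 SD, cut at about 13% in these data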;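 further: forskolin and galanin both at EC90 stimulate the cells; cAMP rise reported by CNG channel membrane potential dye signal; 0% = forskolin plus galanin with DMSO and 100% = forskolin alone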
Target sequence (O60755 1-299 limits assumed): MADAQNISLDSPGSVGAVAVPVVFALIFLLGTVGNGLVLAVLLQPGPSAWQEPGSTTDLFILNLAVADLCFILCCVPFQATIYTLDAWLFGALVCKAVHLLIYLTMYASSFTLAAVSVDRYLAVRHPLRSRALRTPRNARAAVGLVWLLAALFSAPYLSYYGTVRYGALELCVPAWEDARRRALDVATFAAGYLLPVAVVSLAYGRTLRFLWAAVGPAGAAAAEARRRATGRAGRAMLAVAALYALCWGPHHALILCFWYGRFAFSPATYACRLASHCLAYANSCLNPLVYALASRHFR
MEKK3 PB1 HTS – modulators of MEKK3-MEK5 PB1 binding, primary screen, biochemical, wildtype MEKK3, multiplex bead flow cytometry, Alexa488-MEK5; hit rate 1.4% among 290,000; binding response (% of control), % at 10 µM; Mitogen-activated protein kinase kinase kinase 3 (Homo sapiens), Q99759; bead-based flow cytometry, Alexa488-MEK5 binding to MEKK3; actives lie on both sides; 0 = blocked by unlabeled MEK5, 100 = vehicle;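 active means binding response more than 3 SD above or below the average of its plate-row segment, actives on both sides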;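 further: Alexa488 bead fluorescence after subtracting the streptavidin-only scavenger bead signal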
M4 PAM – human M4 muscarinic receptor positive allosteric modulators, primary screen, CHO-K1 cells, Fluo-8 calcium fluorescence; CHO-K1 hM4/Gqi5, ACh EC20; 0% = ACh EC20, 100% = maximal ACh; Muscarinic acetylcholine receptor M4 (Homo sapiens), P08173; hit rate 0.4% among 360,000; activation, % at 3 µM;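 active means activation above its plate's cutoff, the mean activation of sample wells plus 3 SD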; further: some results filed as inactive read as strong as hits
Target sequence (P08173 whole entry, looked up): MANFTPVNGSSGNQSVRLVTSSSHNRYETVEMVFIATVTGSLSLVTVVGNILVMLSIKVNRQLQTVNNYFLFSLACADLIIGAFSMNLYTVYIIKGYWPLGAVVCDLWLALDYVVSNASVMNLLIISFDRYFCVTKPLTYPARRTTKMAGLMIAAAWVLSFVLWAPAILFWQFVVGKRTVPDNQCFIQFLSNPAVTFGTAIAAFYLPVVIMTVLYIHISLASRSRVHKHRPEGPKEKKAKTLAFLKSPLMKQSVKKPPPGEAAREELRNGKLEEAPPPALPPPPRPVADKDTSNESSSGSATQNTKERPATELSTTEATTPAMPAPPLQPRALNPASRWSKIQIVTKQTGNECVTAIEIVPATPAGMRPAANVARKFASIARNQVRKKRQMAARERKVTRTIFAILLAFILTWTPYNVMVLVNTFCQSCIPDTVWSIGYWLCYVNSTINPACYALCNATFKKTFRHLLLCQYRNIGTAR
IDE cell activ – human IDE activators in live cells, primary screen, fluorescence polarization, HEK cells, FAbeta-B substrate; Insulin-degrading enzyme (Homo sapiens), P14735; FAbeta-B cleavage; 0% vehicle, 100% cell-free pure enzyme wells; activation, % at 5.96 µM; hit rate 0.073% among 340,000;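 active means activation above the mean of all tested compounds plus 3 SD, set per screening campaign, cut at about 17% in these data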
Active calls of the source: *; [ ] = another dose, or the depositor's remark.

Results for COc1ccc(CNC(=O)CN(Cc2ccccc2OC)C(=O)c2csnn2)cc1 ?
PHOSPHO1 block: 27.0; p-CIP stab down: -0.2; IDE inh: 4.0; CRFBP-R2 block: 2.4; CRFR2-BP ag: -2.6; GalR3 antagonist: -7.2; MEKK3 PB1 HTS: 99.0; M4 PAM: -1.0; IDE cell activ: 2.2

What do the screens show for `CCCC1=C(C(=O)OCC)C(c2ccc(OC)c(CSc3ccccn3)c2)C(C#N)=C(N)O1` (stereo unspecified)?
PHOSPHO1 block: -42.1; p-CIP stab down: -1.5; IDE inh: 4.5; CRFBP-R2 block: -0.2; CRFR2-BP ag: 0.2; GalR3 antagonist: -10.4; MEKK3 PB1 HTS: 112.0; M4 PAM: 2.0; IDE cell activ: -4.8

How did Cc1ccccc1NS(=O)(=O)c1nnc(NC(=O)c2ccccc2C)s1 do in these assays?
PHOSPHO1 block: -3.5; p-CIP stab down: 12.3; IDE inh: -0.8; CRFBP-R2 block: -33.3; CRFR2-BP ag: -1.2; MEKK3 PB1 HTS: 99.0; M4 PAM: -0.3; IDE cell activ: 7.4

How did Cc1nn(C(=O)CN2C(=O)c3ccccc3C2=O)c(C)c1Br do in these assays?
PHOSPHO1 block: 12.2; p-CIP stab down: -2.5; IDE inh: -0.1; CRFBP-R2 block: 1.2; CRFR2-BP ag: 1.4; GalR3 antagonist: -2.8; MEKK3 PB1 HTS: 103.0; M4 PAM: 9.2; IDE cell activ: -0.7

Results for O=c1oc(Cl)c(Cl)c2ccccc12 ?
IDE inh: 4.0; CRFBP-R2 block: -2.8; CRFR2-BP ag: -1.2; M4 PAM: 2.1; IDE cell activ: 4.9

Results for Cc1ccc(CC2SC(N)=NC2=O)cc1 (stereo unspecified) ?
PHOSPHO1 block: 8.9; p-CIP stab down: -10.2; IDE inh: 9.3; CRFBP-R2 block: 3.0; CRFR2-BP ag: -0.8; GalR3 antagonist: -4.1; MEKK3 PB1 HTS: 99.0; M4 PAM: 19.8*; IDE cell activ: -0.2

What do the screens show for `O=S(=O)(c1cccc(S(=O)(=O)N2CCOCC2)c1)N1CCCCCC1`?
PHOSPHO1 block: 23.5; p-CIP stab down: -9.7; IDE inh: 4.8; CRFBP-R2 block: 1.6; CRFR2-BP ag: -0.7; GalR3 antagonist: -4.0; MEKK3 PB1 HTS: 97.0; M4 PAM: -3.5; IDE cell activ: 1.0

How did COc1ccc(C(=O)OCCNC(=O)c2c(Cl)nc3ccccn23)cc1 do in these assays?
PHOSPHO1 block: -3.8; p-CIP stab down: -8.2; IDE inh: 0.1; CRFBP-R2 block: -10.8; CRFR2-BP ag: -2.0; GalR3 antagonist: 0.8; MEKK3 PB1 HTS: 96.0; M4 PAM: -8.7; IDE cell activ: -0.9

How did CCCC(=O)Nc1cc(S(=O)(=O)N2CCOCC2)ccc1N1CCCCC1 do in these assays?
IDE inh: 4.4; CRFBP-R2 block: 8.1; CRFR2-BP ag: -6.3; GalR3 antagonist: -7.1; M4 PAM: 8.1; IDE cell activ: -1.2

Results for Cc1ccc(CCNC(=O)C2CC(c3ccc(C(F)(F)F)cc3)=NO2)cc1 (stereo unspecified) ?
PHOSPHO1 block: 13.3; p-CIP stab down: 5.7; IDE inh: -2.0; CRFBP-R2 block: 3.4; CRFR2-BP ag: 0.3; GalR3 antagonist: 3.9; MEKK3 PB1 HTS: 96.0; M4 PAM: 7.7; IDE cell activ: 7.1

What do the screens show for `CN(CC(=O)Nc1ccc(Cl)c(C(F)(F)F)c1)C(=O)c1cccc2cccnc12`?
IDE inh: -5.2; CRFBP-R2 block: -23.4; CRFR2-BP ag: 0.6; GalR3 antagonist: -7.0; M4 PAM: -2.4; IDE cell activ: 2.2

What do the screens show for `COc1ccccc1C(=O)NCCC(=O)NNC(=O)Cn1ccc(C(F)(F)F)n1`?
IDE inh: -0.5; CRFBP-R2 block: 4.9; CRFR2-BP ag: 2.0; GalR3 antagonist: 0.0; M4 PAM: 5.2; IDE cell activ: 1.6

What do the screens show for `Cc1[nH]c2ccccc2c1C(C[N+](=O)[O-])c1cccc(O)c1` (stereo unspecified)?
PHOSPHO1 block: -5.1; p-CIP stab down: 7.4; IDE inh: 3.2; CRFBP-R2 block: 5.9; CRFR2-BP ag: -1.1; GalR3 antagonist: -7.9; MEKK3 PB1 HTS: 86.0; M4 PAM: -22.1; IDE cell activ: -1.7

Results for Cc1[nH]c2ccccc2c1SCC(=O)N1CCCCC1 ?
PHOSPHO1 block: -5.1; p-CIP stab down: 3.4; IDE inh: 1.1; CRFBP-R2 block: 3.3; CRFR2-BP ag: 2.2; GalR3 antagonist: -2.0; MEKK3 PB1 HTS: 93.0; M4 PAM: -3.1; IDE cell activ: 0.3

What do the screens show for `CCOc1ccc2oc(-c3ccccc3)c(C(N)=O)c2c1`?
PHOSPHO1 block: 27.0; p-CIP stab down: 0.1; IDE inh: -0.3; CRFBP-R2 block: 2.5; CRFR2-BP ag: 0.6; GalR3 antagonist: -9.7; MEKK3 PB1 HTS: 101.0; M4 PAM: -8.2; IDE cell activ: -1.4

What do the screens show for `CC1(C(=O)NCc2ccccn2)C=CCN1C(=O)c1ccccc1` (stereo unspecified)?
PHOSPHO1 block: -11.1; p-CIP stab down: -5.5; IDE inh: 2.8; CRFBP-R2 block: 4.1; CRFR2-BP ag: -0.7; GalR3 antagonist: -1.1; MEKK3 PB1 HTS: 50.0*[inhibitor]; M4 PAM: 5.4; IDE cell activ: 1.7

Results for COc1ccc(-n2nc(C(=O)NCC(=O)NCCCN3CCOCC3)c3ccccc3c2=O)cc1 ?
PHOSPHO1 block: 47.4; p-CIP stab down: -12.5; IDE inh: 2.4; CRFBP-R2 block: -8.8; CRFR2-BP ag: 1.3; GalR3 antagonist: -8.1; MEKK3 PB1 HTS: 103.0; M4 PAM: -7.6; IDE cell activ: 1.9

Results for CC(C)(C)NC(=O)C1CC(=O)OC12CCCCC2 (stereo unspecified) ?
PHOSPHO1 block: -2.9; p-CIP stab down: -3.2; IDE inh: 2.8; CRFBP-R2 block: 0.2; CRFR2-BP ag: -1.7; GalR3 antagonist: 0.9; MEKK3 PB1 HTS: 98.0; M4 PAM: 0.8; IDE cell activ: -2.0

What do the screens show for `Cc1cc(N2CCN(S(=O)(=O)c3ccc(C)c(C)c3)CC2)c2ccccc2n1`?
PHOSPHO1 block: -5.3; p-CIP stab down: -14.2; IDE inh: 6.8; CRFBP-R2 block: 11.6; CRFR2-BP ag: -0.8; MEKK3 PB1 HTS: 107.0; M4 PAM: -15.8; IDE cell activ: 1.3

What do the screens show for `Fc1ccccc1NC(=S)Nc1cccc2cnccc12`?
PHOSPHO1 block: 42.4; p-CIP stab down: -16.3; IDE inh: 4.2; CRFBP-R2 block: -1.0; CRFR2-BP ag: -2.6; GalR3 antagonist: -1.5; MEKK3 PB1 HTS: 94.0; M4 PAM: -8.2; IDE cell activ: 5.6

What do the screens show for `CCOc1ccc(CCNC(=O)CN2C(=O)NC3(CCCCCC3)C2=O)cc1OCC`?
IDE inh: -2.8; CRFBP-R2 block: -1.0; CRFR2-BP ag: 0.3; GalR3 antagonist: -6.2; M4 PAM: 2.4; IDE cell activ: 9.5

How did Cc1ccc(C)c(N2CCN(C(=O)c3ccc(N4CCOCC4)c([N+](=O)[O-])c3)CC2)c1 do in these assays?
PHOSPHO1 block: 23.9; p-CIP stab down: -19.0; IDE inh: -1.4; CRFBP-R2 block: -9.3; CRFR2-BP ag: -0.1; GalR3 antagonist: -9.6; MEKK3 PB1 HTS: 97.0; M4 PAM: -4.1; IDE cell activ: 1.7

How did COC(=O)c1cc(NC(=O)c2c(Cl)nc3sccn23)cc(C(=O)OC)c1 do in these assays?
PHOSPHO1 block: 5.1; p-CIP stab down: -14.2; IDE inh: 5.1; CRFBP-R2 block: 4.6; CRFR2-BP ag: 2.9; GalR3 antagonist: -2.3; MEKK3 PB1 HTS: 99.0; M4 PAM: 14.0; IDE cell activ: -0.8

Results for COc1ccc(/C=C2\SC(=N)N(c3ccc(F)cc3)C2=O)cc1OC ?
PHOSPHO1 block: 2.0; p-CIP stab down: -3.6; IDE inh: 1.3; CRFBP-R2 block: 7.5; CRFR2-BP ag: -0.4; GalR3 antagonist: 18.5*; MEKK3 PB1 HTS: 98.0; M4 PAM: -9.7; IDE cell activ: 0.5

Some of these compounds in order of length of the SMILES, descending:
What do the screens show for `CCOc1ccc(CCNC(=O)CN2C(=O)NC3(CCCCCC3)C2=O)cc1OCC`?
IDE inh: -2.8; CRFBP-R2 block: -1.0; CRFR2-BP ag: 0.3; GalR3 antagonist: -6.2; M4 PAM: 2.4; IDE cell activ: 9.5

What do the screens show for `Cc1[nH]c2ccccc2c1C(C[N+](=O)[O-])c1cccc(O)c1` (stereo unspecified)?
PHOSPHO1 block: -5.1; p-CIP stab down: 7.4; IDE inh: 3.2; CRFBP-R2 block: 5.9; CRFR2-BP ag: -1.1; GalR3 antagonist: -7.9; MEKK3 PB1 HTS: 86.0; M4 PAM: -22.1; IDE cell activ: -1.7

Results for Cc1[nH]c2ccccc2c1SCC(=O)N1CCCCC1 ?
PHOSPHO1 block: -5.1; p-CIP stab down: 3.4; IDE inh: 1.1; CRFBP-R2 block: 3.3; CRFR2-BP ag: 2.2; GalR3 antagonist: -2.0; MEKK3 PB1 HTS: 93.0; M4 PAM: -3.1; IDE cell activ: 0.3

Further compounds
What do the screens show for `CCOC(=O)C1=CC[C@H]2c3c(c4ccc(OC)cc4n3C)C(=O)C1N2S(=O)(=O)c1ccc(C)cc1`?
IDE inh: 8.2; CRFBP-R2 block: 6.5; CRFR2-BP ag: -0.9; GalR3 antagonist: -12.8; M4 PAM: 0.6; IDE cell activ: 7.6

How did Cc1cc(C)nc(SCC(=O)N/N=C\C(Br)=C\c2ccccc2)n1 do in these assays?
PHOSPHO1 block: 0.6; p-CIP stab down: 2.8; IDE inh: -0.4; CRFBP-R2 block: -27.5; CRFR2-BP ag: -0.2; GalR3 antagonist: -4.9; MEKK3 PB1 HTS: 100.0; M4 PAM: 6.7; IDE cell activ: -1.2

What do the screens show for `COc1ccc(N2CCN(C(=O)COCC(=O)O)CC2)cc1`?
PHOSPHO1 block: -10.9; p-CIP stab down: 0.4; IDE inh: 2.2; CRFBP-R2 block: -22.9; CRFR2-BP ag: 2.5; GalR3 antagonist: -8.8; MEKK3 PB1 HTS: 100.0; M4 PAM: -6.9; IDE cell activ: -1.0

What do the screens show for `CC(=O)c1cccc(NC(=O)c2ccc(NS(=O)(=O)c3c(C)noc3C)cc2)c1`?
PHOSPHO1 block: 12.9; p-CIP stab down: -3.8; IDE inh: 0.4; CRFBP-R2 block: -7.8; CRFR2-BP ag: 1.0; GalR3 antagonist: -1.7; MEKK3 PB1 HTS: 109.0; M4 PAM: -0.1; IDE cell activ: 3.1

Results for O=C1/C(=C/c2ccc([N+](=O)[O-])cc2)C=C(c2ccccc2)N1c1ccccc1 ?
PHOSPHO1 block: 15.9; p-CIP stab down: -0.5; IDE inh: -3.9; CRFBP-R2 block: -55.0; CRFR2-BP ag: 16.3; GalR3 antagonist: -0.9; MEKK3 PB1 HTS: 90.0; M4 PAM: 5.2; IDE cell activ: 2.8

How did Clc1ccccc1NN(Cc1ccncc1)c1ccccc1Cl do in these assays?
CRFBP-R2 block: 53.0*; CRFR2-BP ag: -4.4; GalR3 antagonist: -6.1; M4 PAM: 2.6
